Screening data as filed in PubChem.
GLP1R inv ag = acts as inverse agonist at human GLP-1 receptor | P43220 | HEK293 GLP-1R CRE-luciferase, luminescence, 24 h; GLP-1R form is constitutively active | Potency, µM (series often up to 38.3 µM), for the others: at the top dose activity change, negative = inhibition, most hits filed as inhibitors | 1.6% of 410,000 active | AID 624417; further: potency means the concentration at half of the fitted maximal effect; on the % scale 0 is the no-effect control and ±100 the full control effect; nearly all actives have a fitted effect of over 55% in size
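Seeding at 200 cells/uL, 12 h culture, 24 hr compound treatment, then luciferase reagent and a luminescence read; cells are HEK293 stably expressing a constitutively active GLP-1R plus cAMP-responsive luciferase.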
PTHR1 ag = agonists of human PTHR1 parathyroid hormone receptor; Q03431; HEK293 GP2 PTHR1 cells, GloSensor cAMP luminescence, 1 h; Potency, µM (series often up to 115 µM), for inactives: top-dose activation, actives largely listed as activators; 0.075% of 410,000 active; further: potency means the concentration at half of the fitted maximal effect; nearly all actives have a fitted effect of over 55% in size; some results filed as inactive show a strong effect at the top dose; inactives centre near -15; many of its hits are not listed in these tables
Target sequence (Q03431 whole entry, looked up): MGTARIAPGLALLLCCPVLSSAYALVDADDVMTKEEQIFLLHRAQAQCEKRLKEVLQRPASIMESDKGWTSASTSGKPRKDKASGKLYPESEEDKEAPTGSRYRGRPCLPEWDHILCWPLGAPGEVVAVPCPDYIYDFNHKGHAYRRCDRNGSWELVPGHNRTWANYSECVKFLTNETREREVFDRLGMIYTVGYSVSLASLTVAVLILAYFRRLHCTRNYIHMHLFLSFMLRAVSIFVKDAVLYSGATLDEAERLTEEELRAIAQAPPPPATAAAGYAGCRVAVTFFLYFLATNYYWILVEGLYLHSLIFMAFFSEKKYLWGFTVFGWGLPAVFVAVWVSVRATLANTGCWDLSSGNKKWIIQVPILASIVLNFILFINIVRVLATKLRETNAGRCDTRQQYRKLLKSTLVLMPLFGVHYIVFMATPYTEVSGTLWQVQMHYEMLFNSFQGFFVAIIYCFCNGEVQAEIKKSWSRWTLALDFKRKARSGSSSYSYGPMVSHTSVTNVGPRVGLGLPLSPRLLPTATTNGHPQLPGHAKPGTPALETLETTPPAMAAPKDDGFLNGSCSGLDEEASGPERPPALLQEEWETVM
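HEK-293-derived GP2 cells expressing PTHR1 and a GloSensor cAMP reporter, 3,000/well, plated overnight, given luciferin plus IBMX (each 0.5 mM as added) for 1 h at 37 °C, then compound for 1 h at 37 °C. Luminescence was read after 15 min at room temperature.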
Abeta rescue = A-beta toxicity reversal in yeast | yeast expressing A-beta42, growth rescue, OD600, 48 h; response scale: 0% DMSO, 100% iron-clioquinol control | Potency, µM (top dose mostly 46.1 µM), without a hit: at the highest dose growth rescue, actives largely listed as activators | 0.063% of 410,000 active | AID 1347071; further: potency means the concentration at half of the fitted maximal effect; nearly all actives have a fitted effect of over 55% in size
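Growth rescue measured by 600 nm absorbance after 48 h yeast culture at 30 C with compound. Values normalized between DMSO and an equimolar ferric chloride plus clioquinol control.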
pAkt inh = inhibitors of Akt phosphorylation | 0.32% of 360,000 active | activity change, % for hits at 50 µM | Neuro2A IGF-stimulated pAkt S473 HTRF, 20 min; active compounds read low; in the data active means activity change below about -80%; inconclusive means mostly about -51% to -80%; further: on the % scale 0 is the no-effect control and ±100 the full control effect
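Single-point screen (50 µM final compound) in Neuro2A cells stimulated 20 min with 6 nM IGF at 37 deg C. After lysis, Ser473-phosphorylated Akt read by HTRF (ex 330 nm, em 615/665 nm) as the 665/615 ratio.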
D3 antag = blocks the human D3 dopamine receptor. P35462. 2.5% of 360,000 active. D3R cells, DiscoveRx beta-arrestin luminescence, antagonist mode; active compounds read low. max response, negative = inhibition, %; in the data active means max response below about -50%; inconclusive means no clear call, values can overlap the other calls; further: on the % scale 0 is the no-effect control and ±100 the full control effect; mostly tested at two doses, the higher about 12 µM
Target sequence (P35462 whole entry, looked up): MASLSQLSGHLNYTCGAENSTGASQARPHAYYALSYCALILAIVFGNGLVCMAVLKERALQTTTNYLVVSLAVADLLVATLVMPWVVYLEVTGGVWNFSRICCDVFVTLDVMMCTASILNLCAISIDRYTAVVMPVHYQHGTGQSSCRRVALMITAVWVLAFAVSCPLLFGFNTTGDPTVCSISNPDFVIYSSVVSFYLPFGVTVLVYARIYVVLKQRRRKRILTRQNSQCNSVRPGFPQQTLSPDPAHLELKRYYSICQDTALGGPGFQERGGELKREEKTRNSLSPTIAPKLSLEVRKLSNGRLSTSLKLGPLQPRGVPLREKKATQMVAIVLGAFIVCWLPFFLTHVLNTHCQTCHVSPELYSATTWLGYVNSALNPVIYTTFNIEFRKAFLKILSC
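Cells plated overnight at 1500 cells/well, then exposed to library compounds with dopamine controls for 90 minutes at 37 degrees C. DiscoveRx reagent added for 30–60 minutes at room temperature; luminescence read, quantitative HTS format.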
GLP1R ag = activates the human GLP-1 receptor; HEK293 GLP-1R CRE-luciferase, luminescence, 4-6 h; cells express a hypersensitive GLP-1R form; Potency, µM (series often up to 45.6 µM), for inactives: at the top dose activation, actives largely listed as activators; 0.007% of 380,000 active; further: potency means the concentration at half of the fitted maximal effect; % of control where 0% means no effect
FUS suppressor = suppressors of FUS proteinopathy in yeast | S. cerevisiae FUS-expressing, growth rescue, OD600, 24 h | Potency, µM (titrated, usually from 76.6 µM), for inactives: at the highest dose growth rescue (activation), usual class: activators | 0.24% of 390,000 active | AID 1347120;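 further: potency means the concentration at half of the fitted maximal effect; plate controls were DMSO vehicle for no effect and reference control for full effect; nearly all actives have a fitted effect of over 55% in size; some results filed as inactive show a strong effect at the top dose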
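Toxicity suppression screen in FUS-yeast. Cells induced with 2% galactose, starting OD 0.005, treated 24hr at 30C with compounds at multiple final concentrations; growth by OD600.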
aSyn rescue = rescues yeast growth from alpha-synuclein toxicity | Potency, µM (titrated, usually from 46.1 µM), inactives show top-dose growth rescue (activation), actives largely listed as activators | AID 652106 | Yeast expressing alpha-synuclein, growth rescue, BacTiter-Glo, 24 h | 0.14% of 370,000 active; further: potency means the concentration at half of the fitted maximal effect; % of control where 0% means no effect; nearly all actives have a fitted effect of over 65% in size
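Readout is rescue of growth in alpha-synuclein-expressing yeast, so inhibitors of toxicity appear as activators. Growth after 24 hr at 30 deg C in galactose medium is quantified by luminescence.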
TDP43 rescue = rescues yeast growth from TDP-43 toxicity; TDP-43 expressing yeast growth rescue, BacTiter-Glo, 24 h; AID 652104; Potency, µM (titrated, usually from 46.1 µM), without a hit: at the highest dose growth rescue (activation), hits mostly activators; 1.8% of 410,000 active; further: potency means the concentration at half of the fitted maximal effect; % of control where 0% means no effect; nearly all actives have a fitted effect of over 50% in size
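Growth rescue of TDP-43-toxic yeast measured as ATP luminescence (BacTiter-Glo). Cells grown to mid-log in raffinose, induced in galactose at OD600=0.02, exposed to compound 24 hr at 30 deg C.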
An asterisk follows results filed as active; i = inactive; ? = inconclusive; · = no result given; & = joins results of further samples; [ ] = another dose, or the depositor's remark. Unless noted, the call rests on the fitted dose curve; in most records, active means well fitted curve in the direction sought with a large enough effect; inconclusive means small, poorly fitted or top-dose-only effect, or another doubt; inactive means no such curve, though single readings can be large; an effect the other way counts as inactive or inconclusive.

Letters: A = GLP1R inv ag; B = PTHR1 ag; C = Abeta rescue; D = pAkt inh; E = D3 antag; F = GLP1R ag; G = FUS suppressor; H = aSyn rescue; I = TDP43 rescue
O=C(NC12CC3CC(CC(C3)C1)C2)c1cc2nc(-c3ccco3)cc(C(F)(F)F)n2n1
  A: ?; B: i; C: -4%[9.22 µM]; D: i; E: -6; F: -24%; G: -28%; H: 2%; I: 3%

COc1ccccc1C(=O)NCC(=O)NCc1cc(=O)n(C)c(=O)n1C
  A: -21%; B: i; C: 4%; D: i; E: 3; F: 0%; G: -3%; H: -4%; I: 16%

CCOC(=O)/C=C/C(=O)N1CCc2ccccc21
  A: 81%[activator]; B: -10%; C: -21%; D: i; E: 4; F: -6%; G: 17%; H: 1%; I: ?

CC(C)(C)OC(=O)C[C@@H]1C/C=C\C[C@@H](CC(=O)NCCO)C(=O)NCCOC1=O
  A: 15%; B: -19%; C: 13%; D: i; E: 3; F: 0%; G: -4%; H: -4%; I: 4%

N=C1C(=O)OCC1c1ccccc1NC(=O)c1ccccc1 (stereo unspecified)
  A: 6%; B: -6%; C: 1%; D: i; E: 10; F: 0%; G: ·; H: 10%; I: 0%

CC(=O)OC1OCCOC1NC(=S)Nc1cccc(C(F)(F)F)c1 (stereo unspecified)
  A: 5%; B: -17%; C: 4%; D: i; E: -4; F: 17%; G: -18%; H: 5%; I: -6%

Cc1ccc(C)c(C(O)c2ncc(-c3ccccc3)[nH]2)c1 (stereo unspecified)
  A: ?; B: -17%; C: -2%; D: ·; E: -10; F: 0%; G: 4%; H: -5%; I: 13%

CC1CCN(S(=O)(=O)c2ccc(C(=O)Nc3nnc(-c4ccccn4)o3)cc2)CC1
  A: -11%; B: -9%; C: 5%; D: i; E: 15; F: 0%; G: ?; H: 0%; I: -2%[9.22 µM]

COc1ccc(CNC(=O)COC(=O)C2CCN(S(=O)(=O)c3ccccc3C(F)(F)F)CC2)cc1
  A: 13%; B: -20%; C: 12%; D: i; E: 3; F: 4%; G: ·; H: 16%; I: ?

CC1=C(C(=O)Nc2ccc(C)cc2C)C(c2ccc[nH]2)n2ncnc2N1 (stereo unspecified)
  A: 25%; B: i; C: -5%; D: ·; E: ·; F: 0%; G: 0%; H: 2%; I: 0%

CCS(=O)(=O)N1CCN(c2nc(-c3ccccc3)cs2)CC1
  A: 0%; B: i; C: -17%; D: ·; E: -11; F: 15%; G: 51%; H: -1%; I: -17%

C/C(=N\NC(=O)CCc1c[nH]c2ccccc12)c1cccc([N+](=O)[O-])c1
  A: 15%; B: -8%; C: 11%; D: i; E: 24; F: 28%; G: 15%; H: -8%; I: 0%

CN1CCc2nc3ccccc3c(C(=O)OCC(=O)N(CCC#N)c3ccccc3)c2C1
  A: -16%; B: -6%; C: -20%; D: i; E: 22; F: 6%; G: 11%; H: -5%; I: -8%

CC1c2c([nH]c3ccccc23)CCC1C(=O)O (stereo unspecified)
  A: 14%; B: i; C: 14%; D: i; E: 1; F: -1%; G: ·; H: 2%; I: -4%

COc1ccc(CCN2C(=O)CC(N3CCOCC3)C2=O)cc1 (stereo unspecified)
  A: 7%; B: -11%[57.5 µM]; C: 27%; D: i; E: -13; F: 0%; G: 27%; H: 0%; I: -14%

CCOc1cc(CNc2ccc(S(N)(=O)=O)cc2)cc(Cl)c1OC
  A: 31%[activator]; B: -15%; C: 23%; D: i; E: 12; F: 1%; G: -6%; H: -1%; I: 0%

CCOC(=O)c1cc(NC(=O)C2C3CCC(O3)C2C(=O)O)cc(C(=O)OCC)c1 (stereo unspecified)
  A: 7%; B: i; C: -12%; D: i; E: -12; F: 0%; G: 11%; H: -2%; I: -27%

Cc1ccc2oc(C(=O)Nc3ccc(S(=O)(=O)Nc4onc(C)c4C)cc3)cc(=O)c2c1
  A: 2%&11%; B: -3%; C: -10%&7%; D: i; E: 4; F: -5%; G: 10%&9%; H: -11%; I: 7%&0%

CC(C)CN1CCN(Cc2c[nH]c3ccccc23)CC1CCO (stereo unspecified)
  A: -5%; B: i; C: 11%; D: i; E: -8; F: 7%; G: -4%; H: -1%; I: 13%

COc1cc(/C=N/OCC(=O)NC2CCS(=O)(=O)C2)ccc1OC(F)F (stereo unspecified)
  A: 25%; B: i; C: -13%; D: i; E: 3; F: 6%; G: -6%; H: 2%; I: -17%

CN(C)S(=O)(=O)c1ccc(C(=O)Oc2ccccc2)cc1
  A: 1%; B: i; C: -11%[9.22 µM]; D: i; E: 15; F: -36%[inhibitor]; G: -33%; H: -5%; I: -3%

N#CC1=C(SCc2ccccc2)NC(=O)CC1c1ccccc1 (stereo unspecified)
  A: ?; B: -4%[57.5 µM]; C: 25%; D: i; E: 0; F: 12%; G: 14%; H: 9%; I: ?

CC1(C)SC2c3ccccc3C(=O)N2C1C(=O)O (stereo unspecified)
  A: 0%; B: -21%; C: -3%; D: i; E: -6; F: -5%; G: ·; H: -1%; I: 5%

CCOC(=O)c1cccc(NC(=O)CCc2nnc3ccc(N4CCCCC4)nn23)c1
  A: 9%; B: i; C: 0%; D: i; E: 2; F: 10%; G: 0%; H: -3%; I: -16%

Cc1cc(C)c(NC(=O)C2C3/C=C\CCCCC32)c(C)c1 (stereo unspecified)
  A: 0%; B: ?; C: ?; D: i; E: 17; F: 19%; G: 14%; H: 2%; I: -5%

COC(=O)c1ccc(C2NC(=O)c3c(sc(C)c3C)N2)cc1 (stereo unspecified)
  A: 6%; B: 6%; C: -16%; D: i; E: 1; F: -4%; G: 17%; H: -5%; I: -9%

COc1ccc(C2CC(c3cccc(OC)c3)=NN2c2ccc(S(N)(=O)=O)cc2)cc1 (stereo unspecified)
  A: 28%; B: -10%; C: 3%; D: i; E: 18; F: -6%; G: ?; H: 1%; I: 12%

Cc1noc(N)c1C(=O)Nc1ccccc1F
  A: 1%; B: -16%[57.5 µM]; C: 12%; D: i; E: 7; F: -14%; G: -24%; H: 4%; I: 0%

COc1ccc(OC)c(N(CC(=O)Nc2cccnc2)S(=O)(=O)c2ccccc2)c1
  A: 2%; B: -2%[57.5 µM]; C: 3%; D: i; E: 23; F: 1%; G: 10%; H: 7%; I: 0%

C/C(=N\N1CCN(Cc2ccc(C)cc2)CC1)c1ccco1
  A: -2%; B: -18%; C: 5%; D: i; E: ?; F: -3%; G: -4%; H: -14%; I: -3%

CCCC(=O)C1=C(N(C)c2ccccc2)CC(C)(C)CC1=O
  A: -56%; B: -16%; C: 1%; D: i; E: -4; F: 4%; G: -25%; H: 1%; I: 1%

CCCc1cc(=O)oc2cc(C)cc(OC(C)C(=O)NCc3ccccn3)c12 (stereo unspecified)
  A: 65%[activator]; B: -10%; C: -20%; D: i; E: -3; F: 4%; G: 14%; H: -8%; I: -9%

CCc1cc(Cn2nc(-c3ccccc3)cc2C(=O)NCc2ccc(C)cc2)on1
  A: ?; B: -49%[inhibitor]; C: -4%; D: i; E: 0; F: -2%; G: -11%; H: -8%; I: ?

O=C(NC1CCCCC1)N(Cc1ccccc1)Cc1ccco1
  A: ?; B: -7%[57.5 µM]; C: -10%; D: i; E: -13; F: 1%; G: 5%; H: 7%; I: 22%

O=C(c1ccc(Cl)c(Cl)c1)N1CCCC1
  A: 2%; B: -1%[57.5 µM]; C: 10%; D: i; E: 18; F: -6%; G: -12%; H: 14%; I: -3%

Cc1ccc(Cc2c(C(C)(C)C)nc3ccc(Br)cn23)cc1
  A: 16%; B: -47%; C: 9%; D: i; E: -14; F: 8%; G: 10%; H: 13%; I: 18%

CC1(C(=O)NS(=O)(=O)c2ccc(Cl)cc2)CCN1C(=O)C1CCCCC1 (stereo unspecified)
  A: 13%; B: i; C: 12%; D: i; E: 5; F: -2%; G: -13%; H: 8%; I: 14%

O=C1CN(C(=O)c2ccc(S(=O)(=O)N3CCCC3)cc2)C(c2ccccc2)c2cc(Cl)ccc2N1 (stereo unspecified)
  A: -30%; B: -7%; C: -5%; D: ·; E: ·; F: ·; G: ?; H: ·; I: 12%

O=C(NCC(=O)N1CCN(S(=O)(=O)c2ccccc2F)CC1)c1ccc(Br)o1
  A: 1%; B: -16%; C: 3%; D: i; E: 3; F: 0%; G: 5%; H: 2%; I: -3%

O=C1C2CCCN2C(=O)N1CCCN1CCN(c2cccc(Cl)c2)CC1 (stereo unspecified)
  A: -27%; B: i; C: -1%; D: i; E: -50*; F: -1%; G: ·; H: 0%; I: 17%

Five structures out of the list, sorted by heavy-atom count, falling:
Letters: A = GLP1R inv ag; B = PTHR1 ag; C = Abeta rescue; D = pAkt inh; E = D3 antag; F = GLP1R ag; G = FUS suppressor; H = aSyn rescue; I = TDP43 rescue
CCc1cc(Cn2nc(-c3ccccc3)cc2C(=O)NCc2ccc(C)cc2)on1
  A: ?; B: -49%[inhibitor]; C: -4%; D: i; E: 0; F: -2%; G: -11%; H: -8%; I: ?

O=C(NCC(=O)N1CCN(S(=O)(=O)c2ccccc2F)CC1)c1ccc(Br)o1
  A: 1%; B: -16%; C: 3%; D: i; E: 3; F: 0%; G: 5%; H: 2%; I: -3%

CC1(C(=O)NS(=O)(=O)c2ccc(Cl)cc2)CCN1C(=O)C1CCCCC1 (stereo unspecified)
  A: 13%; B: i; C: 12%; D: i; E: 5; F: -2%; G: -13%; H: 8%; I: 14%

O=C(NC1CCCCC1)N(Cc1ccccc1)Cc1ccco1
  A: ?; B: -7%[57.5 µM]; C: -10%; D: i; E: -13; F: 1%; G: 5%; H: 7%; I: 22%

Cc1ccc(Cc2c(C(C)(C)C)nc3ccc(Br)cn23)cc1
  A: 16%; B: -47%; C: 9%; D: i; E: -14; F: 8%; G: 10%; H: 13%; I: 18%

Only part of the results is shown, so the mix of outcomes need not match the whole.
